E coli Lon inh: inhibitors of E. coli Lon protease, primary screen, biochemical, fluorescence polarization. purified E. coli Lon protease. 0.42% of 360,000 active. P0A9M0. inhibition, % at 7.94 µM. AID 602123, 2011; in the data active = inhibition above about 13%, passing the limit was not always enough;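 note: 0% = enzyme with probe and DMSO and 100% = no enzyme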
Target sequence (P0A9M0 whole entry, looked up): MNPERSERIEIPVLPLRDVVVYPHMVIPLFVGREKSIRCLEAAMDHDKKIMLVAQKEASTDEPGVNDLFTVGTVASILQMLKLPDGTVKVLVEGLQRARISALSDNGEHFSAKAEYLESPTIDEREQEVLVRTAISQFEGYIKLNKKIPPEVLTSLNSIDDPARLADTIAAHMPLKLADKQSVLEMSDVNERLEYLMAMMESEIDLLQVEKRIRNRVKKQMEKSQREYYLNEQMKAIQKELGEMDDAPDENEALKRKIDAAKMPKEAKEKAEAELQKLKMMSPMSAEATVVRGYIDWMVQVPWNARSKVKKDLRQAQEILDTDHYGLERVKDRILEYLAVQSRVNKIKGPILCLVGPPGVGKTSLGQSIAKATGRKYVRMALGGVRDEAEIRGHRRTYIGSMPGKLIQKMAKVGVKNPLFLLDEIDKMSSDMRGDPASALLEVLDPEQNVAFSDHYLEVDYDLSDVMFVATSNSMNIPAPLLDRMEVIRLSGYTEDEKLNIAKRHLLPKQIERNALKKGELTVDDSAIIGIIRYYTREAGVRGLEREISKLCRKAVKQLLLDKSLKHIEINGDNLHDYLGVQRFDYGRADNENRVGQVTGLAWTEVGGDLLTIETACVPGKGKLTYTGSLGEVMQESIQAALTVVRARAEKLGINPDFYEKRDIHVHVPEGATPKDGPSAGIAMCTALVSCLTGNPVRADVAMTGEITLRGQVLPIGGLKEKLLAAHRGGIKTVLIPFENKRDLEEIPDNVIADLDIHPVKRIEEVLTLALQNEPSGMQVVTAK
PABP1 MLLE inh: inhibitors of PABP1 MLLE–PAM2 peptide binding, primary screen, biochemical, fluorescence polarization, FITC-PAM2, GST-MLLE | inhibition, % at 20 µM | AID 588489, 2011 | Polyadenylate-binding protein 1 (Homo sapiens), P11940 | 0.36% of 360,000 active; in the data active = inhibition above about 35%, passing the limit was not always enough;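 note: plate controls were DMSO wells with GST-MLLE for no effect and wells lacking GST-MLLE protein for full effect; some results filed as inactive read as strong as hits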
FAS TE block: FAS thioesterase domain inhibitors, primary screen, biochemical, fluorescence intensity, uHTS | Fatty acid synthase (Homo sapiens), P49327 | recombinant FAS-TE, OMFH fluorogenic substrate, fluorescence endpoint | inhibition, % at 15 µM | 0.67% of 360,000 active | AID 602261, 2012;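 active = compounds whose normalised, plate-corrected inhibition of enzyme fluorescence in the single-dose primary screen is 50% or more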;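 note: 0% = DMSO with enzyme and 100% = substrate without enzyme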
MsrA act: bovine MsrA enzyme activators, primary screen, biochemical, absorbance, HTS; 0.3% of 360,000 active; purified bovine MsrA, absorbance read-out; activation, % at 10.6 µM; AID 602163, 2012; in the data active = activation above about 7.5%;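 note: 0% = vehicle and 100% = reference activator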
CendR NRP1 mod: modulators of CendR peptide binding to NRP-1, primary screen, biochemical, fluorescence polarization, uHTS; AID 602438, 2012; 0.85% of 360,000 active; inhibition, % at 25 µM; FAM-RPARPAR peptide binding to NRP-1; Neuropilin-1 (Homo sapiens), O14786;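 active = inhibition or corrected inhibition above about 18%, plus a signal ratio from 0.5 to 1.5, limit read from the data, passing the limit was not always enough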; note: strong numbers were not always called active
Tb MetRS inh: T. brucei MetRS inhibitors, primary screen, biochemical, luminescence | methionyl-tRNA synthetase (Trypanosoma brucei brucei) | 0.4% of 360,000 active | inhibition, % at 11.9 µM | purified T. brucei MetRS, ATP depletion, Kinase-Glo luminescence;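 active = inhibition above a per-plate cutoff of the control wells' mean inhibition plus 3 SD, cut at about 5.5% in these data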;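 note: 0% = DMSO wells median and 100% = median of wells with control inhibitor compound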
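assay system = parasite MetRS enzyme | timing = 15 min preincubation, 2 h reaction, all 25 °C | evaluation = percent inhibition relative to median high and low control wells | medium = HEPES buffer containing pyrophosphatase, BSA, spermine, DTT | compound = single dose, 11.9 µM final nominal, 0.9% final DMSO | detection = Kinase-Glo luminescence, ATP depletion format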
MT1-MMP act inh: blockers of MT1-MMP proenzyme processing, primary screen, HT1080 RFP-PRO-GFP cells, GFP/RFP fluorescence | Matrix metalloproteinase-14 (Homo sapiens), P50281 | GFP/RFP ratio fluorescence, overnight; percent of plate control window, DMSO zero | GFP/RFP ratio change, % at 20 µM | 0.061% of 360,000 active | AID 651647, 2012;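 active = GFP/RFP ratio change of at least 30% with cell ATP level not reduced by more than half and red fluorescence within 50% of control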; note: strong numbers were not always called active
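Test system: HT1080 RFP-PRO-GFP cells; Benchmarks: DMSO and RFP-L50D-GFP cell wells; Timing: cells overnight before dosing, compound overnight, 37 °C, 5% CO2; Compound: one 20 µM compound dose with 1% DMSO; Read-out: GFP/RFP fluorescence ratio.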
MsrA inhibitor: bovine MsrA enzyme inhibitors, primary screen, biochemical, absorbance, HTS. inhibition, % at 15.5 µM. purified bovine MsrA, absorbance read-out. 0.75% of 360,000 active. AID 651718, 2012; in the data active = inhibition above about 4.5%;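 note: 0% = vehicle wells with enzyme and 100% = reference inhibitor wells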
SKN-1 inh: suppressors of acrylamide-induced Pgst-4::GFP reporter in worms, primary screen, SKN-1 inhibitor project, whole organism, uHTS, GFP/RFP fluorescence ratio, strain VP596; C. elegans VP596 Pgst-4::GFP/RFP ratio, 24 h; inhibition, % at 21.8 µM; 0.49% of 360,000 active;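 active = interference check ratio from 0.5 to 1.5 plus GFP to RFP signal ratio inhibition reaching or exceeding a fixed threshold, cut at about 30% in these data, passing the limit was not always enough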; note: some compounds called inactive have numbers as strong as hits
Numbers without * were called inactive; . = no result given.

SMILES	E coli Lon inh	PABP1 MLLE inh	FAS TE block	MsrA act	CendR NRP1 mod	Tb MetRS inh	MT1-MMP act inh	MsrA inhibitor	SKN-1 inh
N#Cc1ccc(S(=O)(=O)N2CCCN(c3nc4ccc(Cl)cc4s3)CC2)cc1	-4	-13	30	-3	3	-0.8	-2	-1.3	4
CC(=O)N1CCN(c2ccc(NC(=O)c3ccc(C)cc3)cc2)CC1	-4	-2	-4	-2	5	-0.4	3	0.3	3
CCNc1ccc(S(=O)(=O)N2CCOCC2)cc1NCC(=O)Nc1cccc(Br)c1	-1	3	24	-2	-5	0.1	-2	-0.5	5
CCc1nnc(NC(=O)CCC(=O)N2CCN(Cc3ccc(C)cc3C)CC2)s1	-4	-7	-5	-2	14	0.0	4	0.9	6
COc1ccc(Br)cc1S(=O)(=O)N(CC(=O)N1CCOCC1)c1ccccc1	-8	-14	-7	-5	-7	-1.6	-2	0.5	1
CCNc1nc(SCC(N)=O)nc2sc3c(c12)CCN(C)C3	4	37	-13	-2	-11	-0.7	-20	3.3	21
CC(C)(C)OC(=O)C[C@@H]1C/C=C\C[C@H](CC(=O)NCCO)C(=O)N[C@@H](c2ccccc2)COC1=O	-8	1	-7	-3	-35	-0.1	2	0.0	8
COc1cc(CC(=O)Nc2ccc3nc(SC)sc3c2)cc(OC)c1OC	-2	10	4	-7	-1	-0.5	2	-0.7	8
COc1cccc(-n2nc(-c3ccnn3-c3ccc(C)cc3)c(=O)n(C)c2=O)c1	0	2	7	-9	1	-1.9	0	0.6	-23
CCN1CCN(C(CNS(=O)(=O)c2ccc(F)cc2)c2cccnc2)CC1 (stereo not given)	-2	-2	-3	-3	-8	-0.1	-5	0.6	-6
O=C(CCS(=O)(=O)c1ccc(F)cc1)N1CCN(c2ccccc2)CC1	-6	-11	-1	-1	-1	-0.3	2	-0.7	10
c1ccc2c(c1)Cc1cc(CN3CCOCC3)ccc1-2	-2	3	-2	-4	-2	-0.1	5	-0.8	20
CCOC(=O)c1[nH]c(=O)[nH]c1CNc1ccccc1C#N	-5	12	-4	-3	-2	0.9	1	1.3	2
Cc1ccc(Nc2nc(N)nc(N)c2N=O)cc1C	2	21	0	-3	6	-0.2	-7	.	9
COc1ccccc1OCCn1c(=O)n(C)c2ccccc21	-13	8	-4	-4	2	-0.6	6	-0.7	4
COC(=O)CN(c1c(C)cccc1C)S(C)(=O)=O	-4	1	-7	-3	-5	0.7	-3	-0.8	-5
O=Nc1c(O)n(Cc2c(Cl)cccc2Cl)c2ccccc12	0	-2	-175	-2	-10	-0.8	1	0.9	8
Cc1c(NC(=O)COC(=O)Cc2ccc(F)cc2)c(=O)n(-c2ccccc2)n1C	2	7	-3	-2	-4	-0.6	2	-0.5	5
CCOC(=O)C1=CN(Cc2cccc(-c3ccc4c(c3)OCO4)c2)S(=O)(=O)N(C)C1C (stereo not given)	-7	6	27	-4	0	-1.5	-1	-0.2	7
CC(C)(C#N)NC(=O)C1CCCN1S(=O)(=O)c1ccc2ccccc2c1 (stereo not given)	-5	6	-1	0	5	-0.4	2	0.8	10
COc1ccc(C(=O)COC(=O)CCC(=O)Nc2ccc(C(C)=O)cc2)cc1	3	-5	-6	-1	1	-0.2	-1	1.1	-16
CN(Cc1ccccc1)c1nc2c(c(=O)[nH]c(=O)n2C)n1CCCc1ccccc1	-1	-6	14	0	-4	-0.7	-6	-0.9	14
NS(=O)(=O)c1ccc(NC(=O)C2Cc3ccccc3CN2C(=O)c2ccco2)cc1 (stereo not given)	-3	13	-5	-3	-12	-0.5	-1	-1.5	11
Cc1nn(-c2ccccc2)c2nc3c(cc12)C(=O)CCC3	14	-1	8	-14	-10	-1.2	-3	2.4	-7
O=C(Nc1c(-c2ccccc2)[nH][nH]c1=O)c1cccs1	.	.	.	.	11	0.7	-2	-0.2	3
New compounds follow
SMILES	E coli Lon inh	PABP1 MLLE inh	FAS TE block	MsrA act	CendR NRP1 mod	Tb MetRS inh	MT1-MMP act inh	MsrA inhibitor	SKN-1 inh
O=C(Cn1cnc2ccccc2c1=O)c1ccc(Br)cc1	-3	3	2	-1	-3	1.0	2	1.7	4
CN1/C(=C\C(=O)COC(=O)c2nccnc2N)C(C)(C)c2ccccc21	-31	-37	-8	-4	-34	0.0	-2	3.9	5
CC1(c2ccccc2)CC(C)(C)N(C(=O)C2CCCO2)c2ccccc21 (stereo not given)	0	-5	19	-2	1	0.7	-10	-0.3	5
CCN(CC)C(=O)CN(c1ccc2c(c1)OCO2)S(C)(=O)=O	-6	5	-7	0	-5	-0.6	-2	0.0	14
CCOc1ccc(NC(=S)NC(=O)/C=C/c2ccc(C)cc2)c([N+](=O)[O-])c1	1	2	-3	-1	0	0.0	-1	0.8	7
O=C(O)c1ccc2c(=O)n(Cc3ccccc3)c(SCc3ccc([N+](=O)[O-])cc3)nc2c1	4	-18	29	-3	3	-0.5	7	-0.6	-3
CCOc1ccc(CCNC(=O)COC(=O)/C=C/c2ccccc2)cc1OCC	-7	-21	0	-2	-2	-0.3	6	0.7	0
O=C(O)COc1ccccc1/C=N/NC(=O)c1cccc(S(=O)(=O)Nc2cccc(Cl)c2)c1	5	10	1	-1	-26	0.2	0	2.7	-3
Cc1csc(SCC(=O)O)n1	1	0	-12	-5	-3	-1.1	6	0.4	-10
Cc1ccccc1NS(=O)(=O)c1ccc(C(=O)NCC2(N3CCOCC3)CCCCC2)cc1	-2	-3	7	-4	2	-0.1	0	0.1	-7
O=C(NNS(=O)(=O)c1ccccc1C(F)(F)F)c1cc2ncc(C(F)(F)F)cc2s1	13	10	-2	-10	-9	-1.6	.	2.6	-10
CC(=O)NC(C)C12CC3CC(CC(CC(=O)O)(C3)C1)C2 (stereo not given)	-12	0	-5	-2	6	-0.1	-2	-0.2	7
COC(=O)c1ccccc1NC(=O)c1nc2nc(C)cc(C(F)F)n2n1	0	-18	-4	-2	1	-0.6	0	-0.8	-1
COc1ccc(/C(O)=C2/C(=O)C(=O)N(CCCN3CCOCC3)C2c2ccc(N(C)C)cc2)cc1 (stereo not given)	-5	-4	-2	-4	-4	-0.8	0	1.3	7
Cc1ncsc1CCOC(=O)C12CC3CC(CC(C3)C1)C2	5	-2	8	0	14	0.3	4	-0.2	1
CCN1CCN(c2ccc(S(=O)(=O)N3CCOCC3)cc2NC(=O)c2cc(F)c(F)c(F)c2F)CC1	-4	-125	8	-2	-1	0.2	4	1.2	11
O=c1oc(-c2cccs2)nc2ccc(Cl)cc12	-3	8	28	-8	0	0.0	4	1.7	8
Cc1ccc(S(=O)(=O)N(C)CCCC(=O)Nc2ccc(F)cc2)cc1	-6	5	-4	-8	-5	-0.8	-10	-0.2	4
NC(=O)Cn1c(=O)n(CCc2ccccc2)c(=O)c2c3c(sc21)CCCC3	-4	5	8	-8	-15	-1.0	2	1.0	-10
O=S(=O)(NCc1nnc2ccccn12)c1ccc(Cl)cc1	-9	-2	-6	-1	4	0.0	0	-1.3	-1
O=C1c2oc3ccccc3c(=O)c2C(c2cccc(Br)c2)N1Cc1ccco1 (stereo not given)	2	8	7	-1	0	-0.1	-3	3.1	-14
Fc1ccc(F)c(NC(=S)NCCc2ccccc2)c1	-2	9	3	-1	6	0.6	-3	-1.1	1
O=C(CNCC1CCCCC1)Nc1cccc(S(=O)(=O)N2CCOCC2)c1	4	-11	-3	-3	-8	-0.1	2	2.0	-14
COc1cccc(CNC(=O)CCC2CCCN(C(=O)c3cc(C)[nH]n3)C2)c1 (stereo not given)	-2	-15	-1	-2	2	-0.3	-3	2.2	0
Cc1ccc(Sc2ccc(C(=O)N(C)C)cc2[N+](=O)[O-])cc1	6	11	4	-7	2	0.0	-3	0.4	4
Next section.
SMILES	E coli Lon inh	PABP1 MLLE inh	FAS TE block	MsrA act	CendR NRP1 mod	Tb MetRS inh	MT1-MMP act inh	MsrA inhibitor	SKN-1 inh
CCc1ccc(NC(=O)COn2nnc3ccc(S(=O)(=O)N(C)C)cc32)cc1	-8	0	6	1	11	-0.5	3	0.0	-22
O=C(Nc1ccc(Oc2cccc(C(F)(F)F)c2)nc1)c1cccs1	1	11	21	-4	5	0.2	-4	-0.3	-8
CCN1CCN(C(CNC(=O)c2ccc3c(c2)OCO3)c2cccnc2)CC1 (stereo not given)	1	-4	-5	-2	11	-0.1	1	-0.5	9
CC(=O)N(CCCNC(=O)c1ccccc1)C(=O)c1ccccc1	1	12	3	-10	3	0.7	4	0.8	2
O=C(c1ccc(CS(=O)Cc2ccc(Cl)cc2)o1)N1CCN(C2CCCCC2)CC1 (stereo not given)	-5	3	-5	-6	6	0.3	2	1.4	2
COC(=O)c1ccc(C)c(NC(=O)Cn2c(C)csc2=O)c1	0	-7	-4	-2	-21	-0.2	-1	-0.8	4
O=C(CN1CCN(C(=O)c2ccccc2)CC1)Nc1ncc(Br)cc1Br	-9	-3	-2	-8	-2	-1.1	1	0.8	15
Cc1cccc(C)c1NC(=O)CN(C)C(C)C(=O)Nc1ccccc1-c1ccccc1 (stereo not given)	-6	-16	1	-7	7	-1.2	-2	-1.3	-11
COc1ccc(CCNC(=O)c2cc3cc(F)ccc3nc2C)cc1OC	4	-8	-5	-3	-4	-0.8	2	-0.5	-2
Cn1cccc1Cc1nnc(SCC(=O)Nc2ccccc2F)n1CCc1ccccc1	-5	-6	-1	-4	5	-0.4	-4	0.0	10
CCC(CO)Oc1cc(NCc2ccc(Cl)cc2Cl)c2ncn(C(C)C)c2c1 (stereo not given)	4	4	12	-4	8	1.7	1	1.5	7
CN(C)S(=O)(=O)c1cccc(-c2nnc3n2CCCCC3)c1	0	1	-4	-4	-13	-0.2	-8	0.9	11
Nc1cc(-c2ccccc2)nn1S(=O)(=O)c1ccc(F)cc1	-1	-11	7	-2	0	-0.6	2	0.5	19
CCOc1cc(C2CC(=O)Nc3cc(C)c(C)cc32)ccc1O (stereo not given)	3	-4	0	-11	3	-1.5	-1	-1.1	21
COc1ccc2nc(NC(=O)CN(C)S(=O)(=O)c3cccs3)sc2c1	-6	8	6	-9	18	-2.0	17	0.2	-4
COc1ccc(NC(=O)NNC(=O)c2ccc3ccccc3c2)cc1OC	-7	-2	-3	-9	-11	-0.3	3	1.4	1

Full records, looked up by structure. Values in the order: E coli Lon inh	PABP1 MLLE inh	FAS TE block	MsrA act	CendR NRP1 mod	Tb MetRS inh	MT1-MMP act inh	MsrA inhibitor	SKN-1 inh
Profile of `CCN1CCN(C(CNC(=O)c2ccc3c(c2)OCO3)c2cccnc2)CC1` (stereo not given) : 1	-4	-5	-2	11	-0.1	1	-0.5	9
Profile of `CCc1ccc(NC(=O)COn2nnc3ccc(S(=O)(=O)N(C)C)cc32)cc1` : -8	0	6	1	11	-0.5	3	0.0	-22
Profile of `CC(=O)N(CCCNC(=O)c1ccccc1)C(=O)c1ccccc1` : 1	12	3	-10	3	0.7	4	0.8	2
Profile of `COc1ccc(NC(=O)NNC(=O)c2ccc3ccccc3c2)cc1OC` : -7	-2	-3	-9	-11	-0.3	3	1.4	1

Assay outcomes as filed in PubChem BioAssay.
